Compound activity (PubChem BioAssay)
CHRM4 PAM – positive allosteric modulators of human muscarinic M4 receptor | AID 624126 | CHO-K1 hM4/Gqi5, Fluo-8 calcium fluorescence, ACh EC20; 0% = ACh EC20, 100% = maximal ACh | activation, % at 3 µM | 0.4% of 360,000 active;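 active = activation above its plate's cutoff, the mean activation of sample wells plus 3 SD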; also: some results filed as inactive read as strong as hits
Target sequence (P08173 whole entry, looked up): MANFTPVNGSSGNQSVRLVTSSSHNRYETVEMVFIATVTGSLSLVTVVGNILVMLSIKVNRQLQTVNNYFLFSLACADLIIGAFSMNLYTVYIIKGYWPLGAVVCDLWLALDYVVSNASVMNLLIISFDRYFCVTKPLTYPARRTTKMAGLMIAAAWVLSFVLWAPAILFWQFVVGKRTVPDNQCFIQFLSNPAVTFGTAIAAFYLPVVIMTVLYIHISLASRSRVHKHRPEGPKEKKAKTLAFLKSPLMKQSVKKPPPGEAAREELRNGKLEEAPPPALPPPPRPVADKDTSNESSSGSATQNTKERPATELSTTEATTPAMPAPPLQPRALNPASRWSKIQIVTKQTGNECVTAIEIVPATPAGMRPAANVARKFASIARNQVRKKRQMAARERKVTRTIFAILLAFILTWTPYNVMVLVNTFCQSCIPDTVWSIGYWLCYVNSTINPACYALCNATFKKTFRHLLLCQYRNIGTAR
M1 antag – antagonists of human M1 muscarinic receptor; 1.3% of 360,000 active; inhibition, % at 3 µM; CHO-K1 hM1, Fluo-8 calcium fluorescence, ACh EC80 antagonist;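 active = percent inhibition above its own plate's cutoff, namely the mean of that plate's compound wells plus 3 SD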;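 also: peak over basal fluorescence ratio during 140 s after agonist addition; 0% = ACh EC80 plus DMSO and 100% = DMSO alone without agonist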
Target sequence (P11229 whole entry, looked up): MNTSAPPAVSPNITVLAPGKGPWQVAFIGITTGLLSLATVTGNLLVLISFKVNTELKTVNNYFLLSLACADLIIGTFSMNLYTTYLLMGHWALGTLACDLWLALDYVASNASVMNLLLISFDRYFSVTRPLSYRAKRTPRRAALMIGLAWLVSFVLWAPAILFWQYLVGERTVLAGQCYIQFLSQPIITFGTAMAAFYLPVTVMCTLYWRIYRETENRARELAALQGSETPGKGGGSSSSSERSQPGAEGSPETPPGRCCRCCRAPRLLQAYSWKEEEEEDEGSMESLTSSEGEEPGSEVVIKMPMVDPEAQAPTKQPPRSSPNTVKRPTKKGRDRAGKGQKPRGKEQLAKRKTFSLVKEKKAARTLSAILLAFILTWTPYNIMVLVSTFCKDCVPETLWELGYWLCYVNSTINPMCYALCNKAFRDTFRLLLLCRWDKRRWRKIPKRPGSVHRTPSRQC
CHRM4 antagonist – CHRM4 antagonism in calcium assay. P08173. 0.73% of 360,000 active. CHO-hM4 cells, ACh EC80, Fluo-8 calcium fluorescence. AID 624125. inhibition, % at 3 µM;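 active = inhibition above its plate's cutoff, the mean inhibition of sample wells plus 3 SD, cut at about 27% in these data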;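 also: 0% = acetylcholine EC80 with DMSO and 100% = DMSO without agonist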
M1 PAM – positive allosteric modulators of human M1 muscarinic receptor. P11229. CHO-K1 hM1, Fluo-8 calcium fluorescence, ACh EC20; 0% = ACh EC20, 100% = maximal ACh. activation, % at 3 µM. 0.088% of 360,000 active. AID 588819; in the data active = activation above about 19%, passing the limit was not always enough
CRFR2-BP ag – CRF-BP/CRF-R2 complex agonism; HEK293 CRF-R2/CRF-BP, calcium dye fluorescence (FLIPR); percent of saturating CRF peptide response; activation, % at 13.2 µM; 0.46% of 350,000 active;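 active = activation of at least 50%, plus an integration ratio under a set limit after plate pattern correction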;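 also: plate controls were neutral control wells without compound for no effect and CRF at EC100 for full effect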
CHRM4 agonist – agonists of human muscarinic M4 receptor (CHRM4). CHO-K1 hM4/Gqi5, Fluo-8 calcium fluorescence; vehicle 0%, full acetylcholine response 100%. activation, % at 3 µM. 0.14% of 360,000 active;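 active = activation above the run mean over all test wells plus 3 SD, cut at about 32% in these data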;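 also: peak over basal fluorescence ratio per well then scaled between controls; 0% = DMSO wells and 100% = acetylcholine at EC100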
M5 antag – blocks acetylcholine activation of human M5 receptor. 0.59% of 360,000 active. P08912. inhibition, % at 3 µM. CHO-hM5 cells, Fluo-8 calcium fluorescence, ACh EC80;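 active = inhibition above a per-plate cutoff, the mean of that plate's test compounds plus 3 SD, cut at about 27% in these data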;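 also: 0% = acetylcholine EC80 with DMSO and 100% = DMSO without agonist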
M5 ag – agonists of human muscarinic M5 receptor (CHRM5); P08912; CHO-K1 hM5 cells, Fluo-8 calcium fluorescence; 0% DMSO wells, 100% maximal acetylcholine response; activation, % at 3 µM; 0.19% of 360,000 active;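 active = activation above the run's mean over test compounds plus 3 SD, cut at about 23% in these data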;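 also: signal is peak over basal fluorescence ratio across the kinetic read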
M5 PAM – potentiates acetylcholine response at human M5 receptor; P08912; CHO-K1 hM5, Fluo-8 calcium, ACh EC20 PAM; 0% = ACh EC20, 100% = ACh EC100; activation, % at 3 µM; 0.3% of 360,000 active;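 active = activation above the run cutoff, the mean activation of all test compounds plus 3 SD, cut at about 18% in these data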
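Assay system – human M5 receptor in CHO-K1 cells · Read-out – % activation, ACh-normalized · Technique – Fluo-8 calcium fluorescence · Dosing – single-point, 3 µM nominal · Incubation – Fluo-8 loading 80 min at 37 °C plus 30 min room temperature · Repeats – singlicate, one well per test compound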
Active calls of the source: *.

How did Cc1cccc(/C=N/NC(=O)c2cc(Br)ccc2O)n1 do in these assays?
CHRM4 PAM: 4; M1 antag: -7; CHRM4 antagonist: 2; M1 PAM: 3; CRFR2-BP ag: 9.3; CHRM4 agonist: 6; M5 antag: 8; M5 ag: 1; M5 PAM: -9

Results for CCCOc1ccc(-c2cnc(N)s2)cc1 ?
CHRM4 PAM: -3; M1 antag: -7; CHRM4 antagonist: 4; M1 PAM: -5; CRFR2-BP ag: -3.8; CHRM4 agonist: 0; M5 antag: 6; M5 ag: 1; M5 PAM: -4

What do the screens show for `O=C(Cn1cnc2c(nc3n2CCCCC3)c1=O)Nc1cccc(C(F)(F)F)c1`?
CHRM4 PAM: 5; M1 antag: -8; CHRM4 antagonist: 1; M1 PAM: 4; CRFR2-BP ag: -0.1; CHRM4 agonist: 1; M5 antag: 7; M5 ag: -7; M5 PAM: -2

How did Cc1ccc(C(=O)OCC(=O)NC2CCCC(C)C2C)s1 (centres undefined) do in these assays?
CHRM4 PAM: 0; M1 antag: -24; CHRM4 antagonist: -2; M1 PAM: 10; CRFR2-BP ag: -2.1; CHRM4 agonist: -1; M5 antag: -6; M5 ag: -1; M5 PAM: 3

How did COc1ccc(OC)c(N(CC(=O)NCCc2ccc(OC)c(OC)c2)S(=O)(=O)c2ccccc2)c1 do in these assays?
CHRM4 PAM: -9; M1 antag: 5; CHRM4 antagonist: -10; M1 PAM: -3; CRFR2-BP ag: -0.8; CHRM4 agonist: 11; M5 antag: 4; M5 ag: 3; M5 PAM: -2

What do the screens show for `CCCc1nnc(SCC(=O)NC2CCCCC2)n1CCOC`?
CHRM4 PAM: 1; M1 antag: 5; CHRM4 antagonist: -15; M1 PAM: -5; CRFR2-BP ag: 1.6; CHRM4 agonist: 3; M5 antag: 0; M5 ag: 0; M5 PAM: 5

Results for CCOC(=O)CSc1nnc(-c2ccccc2NC(=O)c2ccccc2)o1 ?
CHRM4 PAM: 18; M1 antag: -34; CHRM4 antagonist: -13; M1 PAM: 7; CRFR2-BP ag: -0.5; CHRM4 agonist: 3; M5 antag: -13; M5 ag: -1; M5 PAM: 6

What do the screens show for `O=C(CCCn1c(=S)[nH]c2ccsc2c1=O)NCc1ccco1`?
CHRM4 PAM: -4; M1 antag: -5; CHRM4 antagonist: 13; M1 PAM: 4; CRFR2-BP ag: -1.2; CHRM4 agonist: 2; M5 antag: 5; M5 ag: 2; M5 PAM: -10

Results for O=C(O)c1cc(-c2ccc(/C=N/NC(=S)Nc3ccccc3)o2)ccc1Cl ?
CHRM4 PAM: -1; M1 antag: 3; CHRM4 antagonist: 1; M1 PAM: 5; CRFR2-BP ag: -3.7; CHRM4 agonist: 0; M5 antag: 9; M5 ag: -1; M5 PAM: -1

Results for Cc1ccc(C)c(-c2cc(C(=O)NNC(=S)NCC(C)C)c3ccccc3n2)c1 ?
CHRM4 PAM: -14; M1 antag: 4; CHRM4 antagonist: -2; M1 PAM: -5; CRFR2-BP ag: -0.1; CHRM4 agonist: 12; M5 antag: 11; M5 ag: 1; M5 PAM: -16

Results for CCOC(=O)c1cc(CC)sc1NC(=O)COC ?
CHRM4 PAM: 2; M1 antag: 3; CHRM4 antagonist: 5; M1 PAM: -9; CRFR2-BP ag: -1.4; CHRM4 agonist: -1; M5 antag: 5; M5 ag: -3; M5 PAM: 2

Results for Cc1ccc(CN2CCN(Cc3cccn3-c3nccs3)CC2CCO)cc1 (centres undefined) ?
CHRM4 PAM: -5; M1 antag: -15; CHRM4 antagonist: -6; M1 PAM: 6; CRFR2-BP ag: -1.3; CHRM4 agonist: 0; M5 antag: 0; M5 ag: -6; M5 PAM: 6

Results for Cc1cc(-c2ccc(C)c(S(=O)(=O)Nc3ccc(S(N)(=O)=O)cc3)c2)on1 ?
CHRM4 PAM: 3; M1 antag: -4; CHRM4 antagonist: -2; M1 PAM: 3; CRFR2-BP ag: -0.6; CHRM4 agonist: 1; M5 antag: -10; M5 ag: -2; M5 PAM: 5

Results for COC(=O)Cc1ccc(NC(=S)NCCSc2ccc(Cl)cc2)cc1 ?
CHRM4 PAM: 3; M1 antag: 5; CHRM4 antagonist: -9; M1 PAM: -1; CRFR2-BP ag: 1.9; CHRM4 agonist: 12; M5 antag: 0; M5 ag: 1; M5 PAM: -16

What do the screens show for `CCOC(=O)N1CCC(=NNC(=O)COc2ccc(C#N)cc2)CC1`?
CHRM4 PAM: 4; M1 antag: -7; CHRM4 antagonist: 2; M1 PAM: 6; CRFR2-BP ag: -0.1; CHRM4 agonist: 0; M5 antag: 4; M5 ag: -2; M5 PAM: -1

How did COc1ccc(-n2nc(C(=O)NCC(=O)N3CC(C)CC(C)C3)c3ccccc3c2=O)cc1 (centres undefined) do in these assays?
CHRM4 PAM: -9; M1 antag: -4; CHRM4 antagonist: 0; M1 PAM: -3; CRFR2-BP ag: -0.3; CHRM4 agonist: 15; M5 antag: -1; M5 ag: 0; M5 PAM: -4

What do the screens show for `C#CCN(C#N)c1nc(NCC)nc(NC(C)C)n1`?
CHRM4 PAM: 27; M1 antag: -8; CHRM4 antagonist: -16; M1 PAM: 8; CRFR2-BP ag: 1.5; CHRM4 agonist: -1; M5 antag: -14; M5 ag: 5; M5 PAM: 7

Results for COC(=O)C1=C(N)OC2=C(C(=O)CC(C)(C)C2)C1c1cccnc1 (centres undefined) ?
CHRM4 PAM: -7; M1 antag: -6; CHRM4 antagonist: 7; M1 PAM: 6; CRFR2-BP ag: -1.1; CHRM4 agonist: 0; M5 antag: 10; M5 ag: 0; M5 PAM: -5

What do the screens show for `O=C(/C=C/c1ccc2c(c1)OCO2)Nc1nc2ccc(F)cc2s1`?
CHRM4 PAM: -7; M1 antag: -13; CHRM4 antagonist: -2; M1 PAM: 7; CRFR2-BP ag: -1.7; CHRM4 agonist: 0; M5 antag: 3; M5 ag: -1; M5 PAM: -6

What do the screens show for `CCCCCNC(=O)c1ccc2c(=O)[nH]c3c(C(=O)NCC4CCCO4)sc(=S)n3c2c1` (centres undefined)?
CHRM4 PAM: 5; M1 antag: -9; CHRM4 antagonist: 4; M1 PAM: 7; CRFR2-BP ag: 2.9; CHRM4 agonist: -1; M5 antag: 3; M5 ag: -2; M5 PAM: -4

Results for Cc1nc(S(=O)(=O)c2ccc(Cl)cc2Cl)nc2c1CCC2 ?
CHRM4 PAM: 0; M1 antag: 4; CHRM4 antagonist: 17; M1 PAM: 0; CRFR2-BP ag: -0.8; CHRM4 agonist: 0; M5 antag: -2; M5 ag: -1; M5 PAM: 3

How did Oc1ccc(-c2cnc3ccccc3n2)cc1 do in these assays?
CHRM4 PAM: 21; M1 antag: -10; CHRM4 antagonist: -10; M1 PAM: 10; CRFR2-BP ag: -1.0; CHRM4 agonist: 2; M5 antag: 8; M5 ag: 1; M5 PAM: 4

How did COc1cccc(C2CC(=O)Nc3c2c(=O)[nH]c2ncnn32)c1 (centres undefined) do in these assays?
CHRM4 PAM: 3; M1 antag: -10; CHRM4 antagonist: 2; M1 PAM: 6; CRFR2-BP ag: -3.1; CHRM4 agonist: 1; M5 antag: -4; M5 ag: -1; M5 PAM: 5

What do the screens show for `Cc1c(CC=C(Cl)Cl)c(=O)[nH]c2c(C)cccc12`?
CHRM4 PAM: -6; M1 antag: 9; CHRM4 antagonist: 2; M1 PAM: -9; CRFR2-BP ag: -2.0; CHRM4 agonist: 1; M5 antag: 6; M5 ag: -1; M5 PAM: -3

What do the screens show for `CC(C)(C)C(=O)NC1(C(F)(F)F)NC(=O)N(Cc2ccccc2)C1=O` (centres undefined)?
CHRM4 PAM: 14; M1 antag: -12; CHRM4 antagonist: -6; M1 PAM: 6; CRFR2-BP ag: 1.2; CHRM4 agonist: 2; M5 antag: 7; M5 ag: -1; M5 PAM: 6

Results for COc1ccc(CNC(=O)COC(=O)c2c(-c3c(F)cccc3Cl)noc2C)cc1OC ?
CHRM4 PAM: 9; M1 antag: 1; CHRM4 antagonist: -5; M1 PAM: 1; CRFR2-BP ag: 0.8; CHRM4 agonist: 6; M5 antag: 3; M5 ag: 4; M5 PAM: -5

How did O=C(Nc1ccccc1Cl)c1cc(C2CCCN(S(=O)(=O)c3cccs3)C2)on1 (centres undefined) do in these assays?
CHRM4 PAM: 0; M1 antag: -6; CHRM4 antagonist: -11; M1 PAM: -1; CHRM4 agonist: 1; M5 antag: 5; M5 ag: 0; M5 PAM: -3

Results for CCC(C)c1ccccc1NC(=O)c1cc2cccc([N+](=O)[O-])c2[nH]1 (centres undefined) ?
CHRM4 PAM: -8; M1 antag: -16; CHRM4 antagonist: 1; M1 PAM: 4; CRFR2-BP ag: -1.2; CHRM4 agonist: 4; M5 antag: 3; M5 ag: -6; M5 PAM: -3

What do the screens show for `COc1ccc(/C=N/NC(=O)c2cc(C)oc2C)cc1OC`?
CHRM4 PAM: -8; M1 antag: -10; CHRM4 antagonist: 1; M1 PAM: 4; CRFR2-BP ag: -0.6; CHRM4 agonist: 1; M5 antag: 8; M5 ag: -2; M5 PAM: 1

Results for O=C(O)CCCNc1n[nH]c(=O)[nH]c1=O ?
CHRM4 PAM: -4; M1 antag: 4; CHRM4 antagonist: 4; M1 PAM: -7; CRFR2-BP ag: -2.3; CHRM4 agonist: 1; M5 antag: 3; M5 ag: -2; M5 PAM: 3

How did Cc1ccccc1NC(=O)CCc1c(C)nn(-c2ccc(N3CCOCC3)nn2)c1C do in these assays?
CHRM4 PAM: 8; M1 antag: 0; CHRM4 antagonist: -29; M1 PAM: 1; CRFR2-BP ag: 1.4; CHRM4 agonist: 4; M5 antag: 2; M5 ag: -4; M5 PAM: -6
